High-throughput results from PubChem BioAssay.
XIAP antagonists: small molecules displacing peptide from XIAP – biochemical, IAP family, fluorescence polarization (AID 1018); 200,000 compounds, 0.007% hits; displacement, % at 20 µM; hits with a dose series show IC50 in µM; XIAP BIR domain, fluorescence polarization peptide displacement; higher % means a stronger effect; in the data active = displacement above about 50%; note: a part of the inactive calls stands beside numbers as strong as those of hits
HEK293 NOD2/NF-kB: NOD2 signaling inhibitors, cell-based, luminescence, uHTS, HEK293 (AID 1566); HEK293 NOD2/NF-kB luciferase reporter, luminescence; higher % means a stronger effect; one-dose inhibition, % at 4 µM; EC50 in µM for titrated hits; 290,000 compounds, 0.63% hits; note: many of its hits are not listed in these tables
ER stress rescue: protection against thapsigargin-triggered cell killing – 384-well, CSM14.1, ATP luminescence, primary screen (AID 1222). CSM14.1 thapsigargin-induced death rescue, ATP luminescence; higher % means a stronger effect. cellular ATP content (survival), % at 20 µM, or EC50 in µM where a hit was titrated. 190,000 tested, under 10 active;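 active = EC50 below 50 µM in the dose-response confirmation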;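 note: death triggered by thapsigargin at about 15 µM added after 2 h compound pretreatment; cell ATP read after overnight thapsigargin exposure of roughly 18 to 22 hours; normalized against plate controls of thapsigargin alone and 5% DMSO vehicle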
LYP inhibition: inhibitors of LYP phosphatase, biochemical, fluorescence intensity, uHTS (AID 1779); recombinant LYP phosphatase, fluorescence intensity; higher % means a stronger effect; inhibition, % at 11.5 µM, or IC50 in µM where a hit was titrated; 290,000 compounds, 0.054% hits;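 note: plate controls were vehicle with enzyme for no effect and no enzyme for full effect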
M1AAP inhibition: malaria alanyl aminopeptidase activity blockers – biochemical, fluorogenic H-Leu-NHMec substrate, 1536-well (AID 1445) | 220,000 compounds, 0.42% hits | one-dose inhibition, % at 30 µM; IC50 in µM for titrated hits | recombinant M1AAP, H-Leu-NHMec fluorogenic kinetic assay; higher % means a stronger effect;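 active = primary inhibition above the hit cutoff, then over 50% inhibition at one or more dose response concentrations, cut at about 23% in these data, passing the limit was not always enough; inconclusive = conflicting primary data, or primary hits not chosen for dose response; inactive = low primary inhibition, or under 50% at every dose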;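 note: plate controls were DMSO full reaction for no effect and no enzyme background for full effect; strong numbers were not always called active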
Hep lipid drop: modulators of hepatic lipid droplet formation; AML12 mouse hepatocytes, oleate lipid droplets, BODIPY imaging; inhibition, % at 6.5 µM; 240,000 compounds, 0.4% hits;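 active = lipid droplet intensity inhibited by at least 50%, with more than 500 cells counted; inconclusive = wells with under 300 cells, treated as cytotoxic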
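Technique: fluorescence imaging, 20x objective, two fields per well / Assay system: AML12 hepatocytes (mouse) / Measure: % inhibition of lipid droplet signal / Doses: 6.5 µM single-point dosing / Incubation: overnight exposure / Reagent: 100 µM oleic acid challenge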
M17LAP inhibition: P. falciparum M17LAP inhibitors, primary screen, biochemical, fluorogenic H-Leu-NHMec substrate, 1536-well (AID 1619); recombinant M17LAP, H-Leu-NHMec fluorogenic kinetic assay; higher % means a stronger effect; inhibition, % at 30 µM, or IC50 in µM where a hit was titrated; 220,000 compounds, 0.38% hits;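 active = compound inhibiting the enzyme by more than half at any dose during confirmatory dose-response retesting; inconclusive = strong single-dose inhibitors picked by rank but not retested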;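 note: plate controls were full reaction with DMSO carrier for no effect and no enzyme background for full effect; strong numbers were not always called active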
AID2073: disruptors of CaV2.2 binding to Mint1 – biochemical, HTRF (AID 2073) | 290,000 compounds, 0.19% hits | inhibition, % at 20 µM, or IC50 in µM where a hit was titrated | HTRF protein-protein interaction, Mint1-CaV2.2; higher % means a stronger effect; in the data active = inhibition mostly above about 51%, no sharp cut-off; inconclusive = no clear call, values can overlap the other calls; inactive = mostly below about 53%; note: some results filed as inactive read as strong as hits
SIAH1 antagonists: Siah-1 peptide-binding antagonists, primary screen, biochemical, fluorescence polarization, rhodamine-plectin, uHTS (AID 1817). Siah-1 / rhodamine-plectin peptide fluorescence polarization; higher % means a stronger effect. 290,000 compounds, 0.02% hits. displacement, % at 20 µM; hits with a dose series show IC50 in µM;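 active = displacement of at least 50% at 20 µM, with a fluorescence ratio check between 0.3 and a set limit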;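 note: plate controls were Siah plus tracer with DMSO for no effect and tracer alone without Siah for full effect; strong numbers were not always called active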
Hep lipid drop cells 6.5 µM: recorded beside Hep lipid drop, whose call it bears; cell count; measured here: cell count, cytotoxicity flag;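 cells counted across two imaged fields per well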
* hit, by the source's call; u = inconclusive; x = no result given; & = joins results of further samples. Cut-off read from the data, not from the text of the source, unless noted: active = inhibition above about 50%; inactive = the rest. These rows are one share of the data; the hit share may differ from the screen's.

Structure	XIAP antagonists	HEK293 NOD2/NF-kB	ER stress rescue	LYP inhibition	M1AAP inhibition	Hep lipid drop	Hep lipid drop cells 6.5 µM	M17LAP inhibition	AID2073	SIAH1 antagonists
CC(=O)Nc1ccc(S(=O)(=O)N(C)CC(=O)OC(C)C(=O)N(C)Cc2ccccc2)cc1 (stereo not drawn)	x	-5%	x	-7%	x	-4	810	x	6%	-1%
Cc1nc2c3cc(F)ccc3n(Cc3ccccc3F)c2s1	-4.0%	-18%	-3.5%	1%	2%	6	604	-2%	-14%	-1%
Cc1csc(NC(=O)/C=C/c2ccc(C)o2)n1	-0.9%	-36%	-2.1%	-2%	9%	-19	534	18%	6%	8%
CCOC(=O)C1CCCN(C(=O)CCCn2nnnc2CN2CCC(C)CC2)C1 (stereo not drawn)	x	-5%	x	-6%	x	-1	737	x	-4%	-5%
O=[N+]([O-])c1ccc(OCc2cnc(Cl)s2)cc1	-2.1%	-2%	1.0%	-1%	3%	14	674	-3%	-10%	-2%
O=C(N/N=C/CCc1ccccc1)c1ccc(CN2c3cccc4cccc(c34)S2(=O)=O)cc1	-2.7%	3%	-1.1%	11%	6%	-16	550	0%	20%	-3%
CCCCNC(=S)NNC(=O)c1cc(C2CC2)nc2ccccc12	x	5%	x	-6%	x	3	862	x	24%	-7%
Cc1noc(C)c1C(=O)NC(C)c1ccc2c(c1)OCO2 (stereo not drawn)	-1.6%	15%	-2.2%	-10%	-2%	20	759	-6%	-3%	-1%
Cc1ccc(C(=O)Nc2ccc(N3CCN(C(=O)c4ccco4)CC3)cc2)cc1	-7.9%	12%	1.4%	-2%	2%	4	677	-4%	12%	12%
CC(C)OCCCNC(=O)NC12CC3CC(CC(C3)C1)C2	-4.4%	-9%	-1.3%	0%	4%	5	595	3%	u	3%
CCCc1cc(C(=O)NC2CCCC2)no1	-1.9%	-40%	-2.2%	0%	-1%	-2	648	0%	6%	-2%
COc1cc(/C=C(\C#N)c2nc3ccccc3[nH]2)cc(Br)c1OCc1ccccc1	0.9%	12%	-1.6%	2%	12%	-33	711	5%	19%	-2%
CC(C)OP(=O)(OC(C)C)C(O)c1cccc([N+](=O)[O-])c1 (stereo not drawn)	x	3%	x	-9%	7%	-27	702	-9%	0%	0%
COc1cccc(CN(C(=O)Cc2c[nH]c3ccccc23)C(C(=O)NC2CCCCC2)c2ccc(C)o2)c1 (stereo not drawn)	-13%	-24%	-1.9%	15%	1%	33	692	25%	5%	1%
CCOc1cc(CNCCO)c(Cl)cc1OCC(=O)NCCc1ccccc1	-2.5%	-1%	-1.1%	-2%	-2%	x	x	15%	20%	0%
Cc1ccc(OC(=O)c2cc3ccccc3o2)cc1	-4.0%	-5%	-0.9%	2%	1%	2	754	-4%	0%	1%
CCC(C)C(NC=C1C(=O)OC(C)(C)OC1=O)C(=O)O (stereo not drawn)	-1.9%	14%	-2.1%	-4%	6%	4	762	8%	0%	2%
CC(C)CCN1CCN(Cc2ccc(C#CC(C)(C)O)s2)CC1CCO (stereo not drawn)	-4.1%	3%	-0.2%	-4%	-11%	-3	734	8%	5%	2%
O=C(COCc1cc(-c2ccc3c(c2)OCO3)on1)Nc1cccnc1Cl	x	-5%	x	-7%	x	9	728	x	13%	-4%
Cc1cccc(Oc2coc3cc(OC(=O)c4cccs4)ccc3c2=O)c1	-0.3%	-37%	2.5%	4%	6%	x	x	6%	-1%	0%
O=C(c1ccc2c(c1)OCO2)N1CCc2ccccc2C1	-0.9%	-20%	-2.3%	-4%	7%	x	x	11%	9%	-1%
CCc1c(C(=O)N/N=C/c2ccsc2)csc1C	-4.4%	-10%	-4.3%	-7%	-4%	-21	722	5%	6%	4%
CCC(=O)N1CCN=C1SCc1ccccc1	-4.7%	17%	0.4%	2%	-1%	x	x	3%	6%	2%
COc1ccc(/C=N/NC(=O)COc2cc(C)cc(C)c2)cc1COC(C)=O	-5.6%	-8%	-1.4%	-11%	-1%	0	730	-9%	-1%	5%
Cc1ccc(NC(=O)c2ccc3ccccc3n2)cc1S(=O)(=O)N1CCOCC1	-5.4%	11%	0.6%	0%	4%	-1	718	11%	4%	19%

A draw from above in order of SMILES length, highest first:
Structure	XIAP antagonists	HEK293 NOD2/NF-kB	ER stress rescue	LYP inhibition	M1AAP inhibition	Hep lipid drop	Hep lipid drop cells 6.5 µM	M17LAP inhibition	AID2073	SIAH1 antagonists
CC(=O)Nc1ccc(S(=O)(=O)N(C)CC(=O)OC(C)C(=O)N(C)Cc2ccccc2)cc1 (stereo not drawn)	x	-5%	x	-7%	x	-4	810	x	6%	-1%
O=C(N/N=C/CCc1ccccc1)c1ccc(CN2c3cccc4cccc(c34)S2(=O)=O)cc1	-2.7%	3%	-1.1%	11%	6%	-16	550	0%	20%	-3%
COc1cc(/C=C(\C#N)c2nc3ccccc3[nH]2)cc(Br)c1OCc1ccccc1	0.9%	12%	-1.6%	2%	12%	-33	711	5%	19%	-2%
Cc1ccc(C(=O)Nc2ccc(N3CCN(C(=O)c4ccco4)CC3)cc2)cc1	-7.9%	12%	1.4%	-2%	2%	4	677	-4%	12%	12%
CC(C)CCN1CCN(Cc2ccc(C#CC(C)(C)O)s2)CC1CCO (stereo not drawn)	-4.1%	3%	-0.2%	-4%	-11%	-3	734	8%	5%	2%
CCOc1cc(CNCCO)c(Cl)cc1OCC(=O)NCCc1ccccc1	-2.5%	-1%	-1.1%	-2%	-2%	x	x	15%	20%	0%
CCC(C)C(NC=C1C(=O)OC(C)(C)OC1=O)C(=O)O (stereo not drawn)	-1.9%	14%	-2.1%	-4%	6%	4	762	8%	0%	2%
O=[N+]([O-])c1ccc(OCc2cnc(Cl)s2)cc1	-2.1%	-2%	1.0%	-1%	3%	14	674	-3%	-10%	-2%
O=C(c1ccc2c(c1)OCO2)N1CCc2ccccc2C1	-0.9%	-20%	-2.3%	-4%	7%	x	x	11%	9%	-1%
Cc1ccc(OC(=O)c2cc3ccccc3o2)cc1	-4.0%	-5%	-0.9%	2%	1%	2	754	-4%	0%	1%
CCC(=O)N1CCN=C1SCc1ccccc1	-4.7%	17%	0.4%	2%	-1%	x	x	3%	6%	2%

Next part.
Structure	XIAP antagonists	HEK293 NOD2/NF-kB	ER stress rescue	LYP inhibition	M1AAP inhibition	Hep lipid drop	Hep lipid drop cells 6.5 µM	M17LAP inhibition	AID2073	SIAH1 antagonists
CCN(C(=O)COC(=O)c1ccc(N2C(=O)c3ccccc3C2=O)cc1)C1CCS(=O)(=O)C1 (stereo not drawn)	-8.3%	0%	1.5%	2%	2%	10	701	-15%	-8%	8%
CCOC(=O)CSc1nnc(NC(=O)CCc2ccccc2)s1	x	10%	x	1%	x	-1	741	x	5%	1%
CC(C)(C)SCCNC(=O)c1ccccc1	-6.6%	-21%	-0.5%	-7%	11%	21	788	19%	-1%	0%
O=C1CCC(=O)N1OCCCOc1ccccc1	-1.2%	2%	-0.9%	-4%	3%	19	814	9%	0%	1%
COc1cccc(=O)c2c(C)n(CC(=O)c3ccccc3)c(C)c12	-6.3%	14%	4.9%	-6%	10%	-19	655	16%	28%	-5%
COc1ccc(NC(=S)N2c3ccccc3CC2C)cc1OC (stereo not drawn)	-1.4%	-48%	-0.6%	-1%	5%	9	717	-1%	-9%	-6%
COc1ccc(NC(=O)COC(=O)c2ccco2)c([N+](=O)[O-])c1	-6.6%	3%	-2.5%	2%	-2%	13	683	-8%	12%	1%
CCCCOC(=O)c1ccc(NC(=O)C2CCCO2)cc1 (stereo not drawn)	-4.3%	-29%	0.7%	-9%	8%	-4	751	10%	9%	-1%
O=C(c1cc(COc2ccc(F)cc2Cl)on1)N(Cc1ccncc1)CC1CCCO1 (stereo not drawn)	-3.1%	4%	7.6%	-5%	-5%	-4	691	-10%	5%	-3%
O=Cc1ccc(OC(=O)c2cc(Cl)nc3ccccc23)cc1	-0.9%	14%	9.3%	-6%	15%	4	378	6%	0%	10%
CCOC(=O)c1c(-c2ccccc2)oc2ccc(OC(C)C(=O)O)cc12 (stereo not drawn)	x	13%	x	-11%	9%	-12	706	-44%	34%	2%
COc1cc(C)c(NC(=S)Nc2cccc(Cl)c2C)cc1OC	1.3%	9%	0.6%	-4%	14%	0	655	-1%	-12%	0%
Cc1ccc(C(=O)Nc2nc(=O)[nH]s2)cc1	-8.2%&-4.7%	-16%&2%	-1.0%	-6%&1%	2%&6%	24&6	729&697	13%&-2%	-3%&2%	-5%&-3%
O=C(NCc1ccccn1)C1CC(c2ccccc2Cl)=NO1 (stereo not drawn)	0.2%	20%	-0.3%	-8%	-3%	0	729	-1%	-4%	1%
OCCN1CCN(CC#CCn2c3ccccc3c3ccccc32)CC1	0.2%	-3%	-1.4%	-9%	4%	x	x	3%	-4%	4%
CCOc1ccc(C2C(=O)N(C3CCCCC3)CC(=O)N2CC2CCCO2)cc1OC (stereo not drawn)	-2.1%	-1%	-0.8%	-5%	9%	x	x	-1%	-3%	4%
O=C1Nc2ccccc2SC1c1ccccc1 (stereo not drawn)	x	12%	x	-1%	x	-13	647	x	8%	-5%
Cc1cccc(/C=C2\Sc3ccc(C(=O)N4CCCCC4)cc3N(C)C2=O)c1	x	28%	x	1%	x	-6	734	x	0%	-2%
CC(C)CCNC(=O)CN1N=C(c2ccc(Cl)cc2)CCC1=O	x	9%	x	-4%	x	1	769	x	12%	5%
CC(=O)c1ccc(NC(=S)N(CCCN(C)C)Cc2ccccc2)cc1	x	1%	x	-4%	-1%	0	757	-1%	-48%	-1%
O=C(CSc1nnc(NC(=O)c2cccc(F)c2)s1)NCC1CCCO1 (stereo not drawn)	x	-12%	x	-8%	x	0	725	x	17%	2%
Cc1ccc(S(=O)(=O)N(C)c2c(C)ccc(S(=O)(=O)NC(C)(C)C)c2C)cc1	-2.7%	2%	1.2%	2%	6%	1	683	2%	-2%	9%
COc1ccc(Cl)cc1NC(=O)CCNC(=O)OCc1ccccc1	-5.9%	14%	-2.2%	6%	-7%	63*	666*	-3%	-12%	-2%

3 compounds already listed, sorted by molar mass, rising:
Structure	XIAP antagonists	HEK293 NOD2/NF-kB	ER stress rescue	LYP inhibition	M1AAP inhibition	Hep lipid drop	Hep lipid drop cells 6.5 µM	M17LAP inhibition	AID2073	SIAH1 antagonists
CCCCOC(=O)c1ccc(NC(=O)C2CCCO2)cc1 (stereo not drawn)	-4.3%	-29%	0.7%	-9%	8%	-4	751	10%	9%	-1%
O=C(NCc1ccccn1)C1CC(c2ccccc2Cl)=NO1 (stereo not drawn)	0.2%	20%	-0.3%	-8%	-3%	0	729	-1%	-4%	1%
OCCN1CCN(CC#CCn2c3ccccc3c3ccccc32)CC1	0.2%	-3%	-1.4%	-9%	4%	x	x	3%	-4%	4%
